cytoskel mod – cytoskeleton assembly modification. HUVEC TNFa F-actin phalloidin imaging, high content. inhibition, % at 2 µM. 91,000 tested, 0.18% active;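 active means inhibition above the batch mean plus 3 SD and confirmed as a hit by visual image inspection, cut at about 30% in these data, passing the limit was not always enough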; further: strong numbers were not always called active
VCAM1 TNFa inh – reduces TNF alpha induced VCAM1 expression in HUVEC | HUVEC TNFa-induced VCAM-1 immunofluorescence, high-content imaging | inhibition, % at 2 µM | 95,000 tested, 0.48% active | AID 802;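 active means inhibition above the batch mean plus 3 SD, with images confirmed as a hit by eye, cut at about 37% in these data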;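 further: 0% = TNF-stimulated DMSO wells and 100% = unstimulated control wells; not every result past the cut was called active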
ERa SRC1 inh – blocks coactivator binding to human estrogen receptor alpha. P03372. TR-FRET ER-alpha LBD / SRC-1 peptide, estradiol-bound. inhibition, % at 25.6 µM. 86,000 tested, 1.7% active. AID 629; in the data active means inhibition above about 50%;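 further: 0% = receptor plus peptide control and 100% = peptide only without receptor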
LYP act – activators of human LYP (PTPN22) phosphatase. activation, % at 2 µM. 96,000 tested, 0.11% active. Q9Y2R2. AID 697. recombinant LYP, DiFMUP fluorescence; 0 = plate median, 100 = signal doubled;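 active means activation at 2 µM above a set limit, the mean plus 5 SD, cut at about 37% in these data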
HUVEC tox TNFa – HUVEC cytotoxicity counter-screen, TNF alpha stimulated; HUVEC TNFalpha-stimulated, Hoechst cell count, imaging; cell count reduction, % at 2 µM; 93,000 tested, 0.17% active; AID 848;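 active means cell count reduction exceeding the screen mean by over 5 SD, scaled to untreated wells per plate, cut at about 78% in these data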;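 further: cells counted after 24 h of TNF alpha exposure following the 1 h pretreatment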
FAK inh – blocks human focal adhesion kinase activity; inhibition, %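 (tested at 7 µM)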; biochemical FAK kinase activity assay; 97,000 tested, 0.84% active; Q05397; in the data active means inhibition above about 19%;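 further: 0% = DMSO and 100% = reference compound high control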
LYP inh 2 – inhibitors of human LYP (PTPN22) phosphatase; 96,000 tested, 0.21% active; AID 640; inhibition, % at 2 µM; recombinant LYP catalytic domain, DiFMUP fluorescence;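 active means inhibition at 2 µM at or above a set limit, the screen mean plus 3 SD, cut at about 24% in these data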;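 further: 0% = DMSO with enzyme and 100% = enzyme fully blocked by orthovanadate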
IL1B cytotox – toxic to HUVEC cells under IL-1B stimulation | HUVEC cell count loss, Hoechst imaging, IL-1B stimulated | cell count reduction, % at 2 µM | 94,000 tested, 0.41% active;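 active means cell count reduction more than 3 SD above the screen-wide mean, cut at about 70% in these data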;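 further: normalized per plate to untreated control cells as the no-loss baseline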
PTK2B oligo ant – antagonists of human Pyk2 oligomerization; Q14289; Q293 cells, Pyk2 FERM NanoBiT luminescence; hits give low values; z-score (the deposit names both 25 µM and 10 µM); 99,000 tested, 0.83% active;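 active means Z-score of -3 or lower, scaled per plate to the spread of control and sample wells; inactive means z-score above -3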;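 further: negative z-score means lost luminescence so less FERM oligomerization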
Target sequence (Q14289 whole entry, looked up): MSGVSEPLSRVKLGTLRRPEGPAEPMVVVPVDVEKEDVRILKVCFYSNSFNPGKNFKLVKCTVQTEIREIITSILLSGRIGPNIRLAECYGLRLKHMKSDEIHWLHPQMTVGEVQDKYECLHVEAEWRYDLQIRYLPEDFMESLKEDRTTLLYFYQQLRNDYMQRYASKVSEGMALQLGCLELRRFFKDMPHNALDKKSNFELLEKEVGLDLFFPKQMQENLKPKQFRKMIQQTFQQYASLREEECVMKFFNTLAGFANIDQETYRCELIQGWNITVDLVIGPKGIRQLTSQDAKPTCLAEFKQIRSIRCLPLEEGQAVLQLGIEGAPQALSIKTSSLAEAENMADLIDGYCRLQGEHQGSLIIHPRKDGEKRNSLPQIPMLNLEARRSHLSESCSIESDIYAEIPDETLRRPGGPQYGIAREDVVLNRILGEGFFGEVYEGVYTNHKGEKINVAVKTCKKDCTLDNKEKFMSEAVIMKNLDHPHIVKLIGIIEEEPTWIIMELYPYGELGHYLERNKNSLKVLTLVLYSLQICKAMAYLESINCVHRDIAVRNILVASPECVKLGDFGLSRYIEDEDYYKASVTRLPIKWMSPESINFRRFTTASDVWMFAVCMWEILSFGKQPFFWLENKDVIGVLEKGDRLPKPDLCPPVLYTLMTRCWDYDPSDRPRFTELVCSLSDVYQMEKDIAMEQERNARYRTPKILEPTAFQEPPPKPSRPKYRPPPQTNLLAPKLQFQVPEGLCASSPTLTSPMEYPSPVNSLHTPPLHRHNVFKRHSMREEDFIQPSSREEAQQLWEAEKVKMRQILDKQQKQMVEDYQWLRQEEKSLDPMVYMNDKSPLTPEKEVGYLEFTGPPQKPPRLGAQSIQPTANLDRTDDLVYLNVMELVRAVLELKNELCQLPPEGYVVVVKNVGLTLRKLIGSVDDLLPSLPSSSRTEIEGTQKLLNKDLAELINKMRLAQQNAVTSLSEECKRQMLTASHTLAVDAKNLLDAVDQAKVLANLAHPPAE
An asterisk follows results filed as active; . = no result given; [ ] = dose if it differs, or a comment.

SMILES | cytoskel mod | VCAM1 TNFa inh | ERa SRC1 inh | LYP act | HUVEC tox TNFa | FAK inh | LYP inh 2 | IL1B cytotox | PTK2B oligo ant
CC(=O)c1sc(N)c(C(=O)OC(C)C)c1C | 33.3 | 4.7 | -4.3 | -7.4 | -15.5 | 0.5 | 9.7 | -26.6 | 0.3
Cc1ccc(C)c(NC(=S)NNC(=O)c2sccc2C)c1 | -0.9 | 12.9 | . | 7.5 | -17.1 | -0.2 | -10.8 | -0.3 | 1.61
CC(=O)Oc1ccc(N(C(C)=O)S(=O)(=O)c2cccs2)cc1 | -7.5 | 13.0 | -5.8 | 8.0 | -0.8 | -2.3 | -11.7 | -40.2 | -0.47
COc1ccc(S(=O)(=O)NNC(=O)c2cc3cc4ccccc4nc3s2)cc1 | -15.6 | 6.2 | . | 8.8 | -3.3 | -0.3 | -5.2 | -4.9 | -0.09
Fc1ccc(CSc2nncn2NCc2ccc3c(c2)OCO3)cc1 | 8.3 | 6.6 | -5.2 | 23.0 | -2.9 | 3.2 | -27.6 | -9.2 | 0.18
CC(=O)c1c(C)nc2cc(Cl)ccc2c1N | -7.7 | -16.4 | 6.7 | 7.2 | 3.1 | 1.9 | -10.8 | -39.3 | 0.22
COc1cc2c(cc1OC)-c1nc3ccccc3c(=O)n1C(C)(C)C2 | 15.4 | -3.9 | -3.2 | 6.1 | -30.2 | 2.1 | -5.7 | . | -0.68
COc1cc2c(cc1OC)-c1cc(OCCN3CCOCC3)nc(=O)n1CC2 | 11.7 | -11.2 | -39.7 | -9.2 | -32.8 | -0.5 | 6.8 | 2.4 | 1.08
Cc1cccc(Cn2c(SCCO)nc3c2c(=O)n(C)c(=O)n3C)c1 | . | 4.2 | 3.2 | -1.0 | -22.7 | 0.9 | -0.2 | -64.7 | 0.95
Cn1cnc([N+](=O)[O-])c1Nc1cccc(O)c1 | . | 15.7 | 7.6 | 1.0 | 2.0 | -1.7 | 0.7 | -1.8 | 0.07
COC(=O)c1c(C)oc2ccc(NS(=O)(=O)c3cccs3)cc12 | 10.9 | 3.9 | 10.6 | 1.2 | . | 23.6* | -0.6 | -23.3 | -1.23
CCOc1ccc2[nH]cc(C(=O)N3CCN(CC)CC3)c(=O)c2c1 | 15.5 | -6.1 | -3.8[fluorescence artefact?] | -1.6 | -43.8 | 0.5 | -2.6 | -13.6 | 0.97
O=C(CS(=O)(=O)Cc1ccccc1)N1CCN(c2cccc(C(F)(F)F)c2)CC1 | -11.4 | 12.6 | -20.7 | -9.4 | 7.8 | -1.1 | 4.6 | 21.4 | -0.48
CCCc1nn(C)c2c1C(c1cccnc1)C(C#N)=C(N)O2 (configuration not stated) | 1.5 | 6.4 | -1.7 | -2.3 | -19.3 | -1.3 | 5.0 | 4.5 | -0.03
CCS(=O)(=O)N1CCCC(C(=O)NCCCN2CCCC2=O)C1 (configuration not stated) | 12.8 | 12.8 | -2.2 | 0.5 | -36.0 | -1.2 | -2.8 | -13.8 | -0.6
COc1cc2[nH]c(=O)n(CCC(=O)NCCC(C)C)c(=O)c2cc1OC | 11.8 | -11.4 | 6.4 | -5.3 | -15.2 | -0.9 | 4.4 | -16.6 | 0.55
O=C1CCCc2nc3nc4ccccc4n3cc21 | 2.4 | -20.3 | 7.9[fluorescence artefact?] | 2.2 | -4.7 | -2.7 | -2.8 | 12.1 | .
CCCc1cc(=O)[nH]c(SCC(=O)N2CCC(C(=O)OCC)CC2)n1 | 2.9 | -6.7 | 2.6[fluorescence artefact?] | -2.6 | -1.2 | -1.2 | 6.1 | -59.3 | 0.8
CCOC(=O)CC(=O)CSc1nc(C)nc2c1oc1ccccc12 | 16.8 | -7.0 | -8.7[fluorescence artefact?] | -0.6 | -17.7 | 1.2 | -0.8 | -22.1 | -0.11
CCOc1ccccc1Oc1coc2cc(OC)ccc2c1=O | -6.9 | 12.3 | 6.3 | -11.0 | -14.9 | -1.9 | 12.9 | -5.2 | -1
CCCOc1cccc(C2/C(=C(/O)c3ccccc3)C(=O)C(=O)N2CCN(C)C)c1 (configuration not stated) | -13.1 | 22.3 | -10.6 | 0.7 | 8.4 | -1.6 | -4.2 | -29.2 | -0.03
Cc1cc(NC(=O)C2CCCC2)n(-c2nc3ccccc3[nH]2)n1 | 15.3 | 13.0 | 6.9 | -12.3 | 5.2 | -1.8 | 14.2 | -30.6 | -1.2
CCC(=O)Nc1cccc(-c2nc3ccccc3c(=O)o2)c1 | -8.2 | -13.4 | 10.3 | 4.7 | -9.9 | 12.5 | -6.3 | -15.3 | 0.04
CCN(CC)S(=O)(=O)c1ccc(-c2nnc(SCC(=O)Nc3ccc(OC)c(OC)c3)o2)cc1 | -2.6 | -15.8 | 14.6 | -10.4 | -0.8 | -1.7 | 12.2 | -9.9 | 1.39
COc1ccc2c(c1OC)C(C1c3c(cc4c(c3OC)OCO4)CCN1C)OC2=O (configuration not stated) | -6.9 | -0.5 | 2.6 | 2.7 | -22.9 | -2.8 | -3.1 | -12.7 | 0.45
COc1cccc(C(=O)N2CCN(Cc3cccc(F)c3)CC2)c1 | -3.8 | 21.3 | -0.2 | 13.7 | -7.8 | 0.7 | -17.4 | -5.5 | 1.09
O=C(C1CC(=O)N(c2ccccc2)C1)N1CCN(C2=NS(=O)(=O)c3ccccc32)CC1 (configuration not stated) | -8.9 | -9.8 | -17.7 | -2.1 | -17.8 | -1.5 | 2.5 | -11.0 | 0.82
CS(=O)(=O)N1CCCC(C(=O)NCCCN2CCc3ccccc3C2)C1 (configuration not stated) | 12.3 | 6.5 | -15.7 | -2.8 | 12.5 | 2.8 | 6.3 | 5.6 | 0.4
O=C(NCCc1nc2ccccc2[nH]1)c1ccc(F)cc1 | 2.3 | -7.9 | 10.0 | -11.0 | -4.8 | 0.9 | 8.4 | 91.6* | 1.03
O=C(NCc1ccccc1)Oc1cccc(Cl)c1 | -8.5 | 14.4 | -11.4 | 0.8 | -5.0 | 1.8 | -5.1 | -62.4 | -0.43
COc1ccc(N(C(=O)Cn2nnc(-c3ccc(Cl)cc3)n2)C(C(=O)NCC2CCCO2)c2ccc(C)cc2)cc1 (configuration not stated) | -12.7 | -6.8 | . | -16.3 | 10.0 | 5.0 | 18.9 | 3.6 | 0.41
Cc1ccc(C(=O)NCCn2cc(SCC(=O)N3CCOCC3)c3ccccc32)cc1 | 3.5 | 3.3 | 1.2 | -2.6 | -12.7 | 3.0 | 0.3 | -14.3 | .
CCOC(=O)c1oc2c(c1C)/C(=N/O)CCC2 | -14.2 | 16.5 | . | 11.1 | -16.7 | -0.5 | -9.4 | -35.5 | 0.25
O=C(CN1CCN(CCN2C(=O)c3cccc4cccc(c34)C2=O)CC1)c1ccc(F)cc1 | -4.2 | 10.3 | . | 5.5 | -25.3 | 2.4 | -2.2 | -19.0 | 0.61
C=CCN1C(=O)CN=C1NCc1ccccc1 | 10.0 | 6.0 | -5.7 | 6.5 | -37.5 | 2.7 | -8.4 | -78.5 | -0.52
O=C(Nc1nc2ccc(F)cc2s1)C1CCCO1 (configuration not stated) | -6.8 | -14.1 | -7.0 | -7.2 | 1.7 | 4.4 | 9.5 | -19.3 | 1.01
Cn1c2c(c(=O)n(C)c1=O)C(CC(=O)Nc1ccccc1)C(=O)N2 (configuration not stated) | 4.1 | -9.8 | 0.3 | 5.1 | 1.9 | 3.0 | -8.5 | 18.8 | 0.27
COc1ccccc1CNC(=O)CN1CCC(NC(=O)c2ccccc2F)CC1 | 8.7 | 26.4 | -1.0 | 12.2 | -5.0 | -0.9 | -8.6 | 2.5 | 0.58
Cc1ccc(-n2c(-c3c(-c4ccccc4)noc3C)n[nH]c2=S)cc1 | -0.9 | 9.8 | -3.6 | -0.5 | 39.8 | -2.4 | -2.2 | 26.8 | 1.22
COc1cc(OC)c(OC)cc1C=NCC1(c2ccccc2)CCCC1 | -5.2 | -9.9 | . | -9.9 | 17.1 | 7.5 | 11.8 | 65.2 | -0.39
O=C(NCC1CCCO1)c1ccc(Cl)c(F)c1F (configuration not stated) | 12.4 | 5.7 | 1.0 | 2.5 | -26.3 | -2.1 | 0.0 | -23.7 | 1.11
COC(=O)c1cccc(OC(N)=O)c1 | 17.3 | -9.8 | -2.5 | 8.0 | -13.4 | -2.2 | -8.7 | -12.7 | .
Cc1cc(NC(=O)NC(=O)c2ccc(F)cc2F)n[nH]1 | -5.9 | 13.3 | 8.4 | -1.5 | -19.6 | 4.6 | -0.7 | -20.7 | -0.61
Clc1ccccc1Cn1nnc2c(N3CCOCC3)nc(C3CC3)nc21 | 8.3 | 2.9 | 4.0 | -3.8 | -16.3 | -0.2 | 1.1 | 0.8 | 0.19
Fc1cccc(F)c1CSc1nc2ccccc2[nH]1 | . | -9.4 | 3.6 | 2.1 | -30.1 | -0.2 | -6.1 | -12.0 | -0.42
CCC(CC)NC(=O)Cc1ccccc1OC | . | 6.7 | 1.5 | -5.6 | -7.7 | 0.4 | 6.6 | -20.1 | 0.85
CCN(CC)S(=O)(=O)c1ccc(S(=O)(=O)N2CCN(C(=O)c3ccco3)CC2)cc1 | -11.2 | 1.4 | -7.7 | -8.7 | -20.4 | 0.6 | 9.5 | 31.0 | 0.2
Cc1cccc(NC(=O)CCS(=O)(=O)c2cccc3nsnc23)c1C | -0.8 | 21.7 | 2.4 | -9.4 | 0.7 | 4.9 | 11.0 | 4.7 | 0.19
Cc1ccccc1CSc1nnc(NC(=O)C2COc3ccccc3O2)s1 (configuration not stated) | -0.3 | 7.8 | . | -6.4 | 3.1 | -8.0 | 9.7 | -5.2 | -0.45
Cc1ccc(C2Oc3ccccc3C3=C2C(c2cccs2)n2ncnc2N3)cc1 (configuration not stated) | 11.5 | 3.5 | -9.7 | -8.2 | -30.5 | 2.7 | 5.6 | 87.6* | -1.99
CN(C)c1cccc2c(S(=O)(=O)Nc3ccccn3)cccc12 | 28.1 | -36.7 | 0.8 | 8.6 | . | 1.2 | -11.0 | -1.0 | -0.22
Cc1ccc(S(=O)(=O)NCC(=O)NC2CCCC2)cc1 | . | . | 7.3 | -1.9 | . | -1.8 | -0.4 | -15.8 | 0.44
COc1ccc(C2C(C(C)=O)=C(O)C(=O)N2c2cccnc2)c(OC)c1 (configuration not stated) | 28.9 | -12.2 | -3.3 | -1.4 | -4.6 | -1.8 | 0.0 | -18.0 | 0.33
Cc1cccc(C)c1NC(=O)Cn1c(CN2CCCCC2)nc2ccccc2c1=O | -18.8 | -11.1 | -14.9 | -6.5 | . | -0.1 | 5.6 | 16.0 | 0.25
COc1ccccc1N(CN1CCCC1=O)C(=O)COc1ccccc1 | 10.5 | -2.4 | -7.8 | 5.4 | -18.9 | -1.0 | -8.3 | -3.7 | 2.17

Assay outcomes: PubChem BioAssay, several laboratories
